Bioassay records: PubChem BioAssay, National Center for Advancing Translational Sciences (NCATS)
mIDH1 inhibitor – blocks human mutant IDH1 R132H enzyme | IDH1-R132H enzyme, NADPH consumption, diaphorase/resazurin fluorescence | Potency, µM (series often up to 76.6 µM), for inactives: top-dose activity change, negative = inhibition, hits mostly inhibitors | AID 602179 | O75874 | 0.093% of 390,000 active; further: potency means the concentration at half of the fitted maximal effect; on the % scale 0 is the no-effect control and ±100 the full control effect; nearly all actives have a fitted effect of over 65% in size
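IDH1-R132H (0.5 ug/mL) preincubated 30 min with compound, then NADPH (0.016 mM) and alpha-KG (2 mM) added; 80 min at RT, pH 7.5. Remaining NADPH coupled via diaphorase/resazurin to fluorescence (540/590 nm); concentration-response curves normalized to no-enzyme control.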
RGS4 inhibitor – human RGS4 inhibition; 0.039% of 390,000 active; AID 504845; Transcreener GDP fluorescence polarization, RGS4-accelerated GTP hydrolysis; Potency, µM (doses to about 114 µM), without a hit: at the top dose activity change, negative = inhibition, usual class: inhibitors; further: potency means the concentration at half of the fitted maximal effect; on the % scale 0 is the no-effect control and ±100 the full control effect; nearly all actives have a fitted effect of over 75% in size; some results filed as inactive show a strong effect at the top dose
Target sequence (P49798 whole entry, looked up): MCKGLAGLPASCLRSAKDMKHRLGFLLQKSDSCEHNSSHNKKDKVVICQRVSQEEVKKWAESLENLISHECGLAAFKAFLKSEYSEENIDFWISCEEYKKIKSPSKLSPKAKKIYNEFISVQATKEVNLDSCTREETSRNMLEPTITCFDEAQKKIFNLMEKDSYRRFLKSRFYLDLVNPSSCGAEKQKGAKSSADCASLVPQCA
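MLSMR compounds (23 nl, pin-transferred) preincubated 10 min at room temperature with a 500nM (2x) first reagent, then RGS4 at 900nM (2x) plus Transcreener GDP mix added; fluorescence polarization (620/688 nm) read before and after 90 min at 30 °C.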
TrxR1 inh – inhibitors of rat thioredoxin reductase 1; 1% of 390,000 active; recombinant rTrxR1, NADPH fluorescence consumption, selenite substrate; Potency, µM (series often up to 114 µM), for the others: top-dose activity change, negative = inhibition, usual class: inhibitors; AID 588453; further: potency means the concentration at half of the fitted maximal effect; on the % scale 0 is the no-effect control and ±100 the full control effect; nearly all actives have a fitted effect of over 65% in size
Target sequence (O89049 whole entry, looked up): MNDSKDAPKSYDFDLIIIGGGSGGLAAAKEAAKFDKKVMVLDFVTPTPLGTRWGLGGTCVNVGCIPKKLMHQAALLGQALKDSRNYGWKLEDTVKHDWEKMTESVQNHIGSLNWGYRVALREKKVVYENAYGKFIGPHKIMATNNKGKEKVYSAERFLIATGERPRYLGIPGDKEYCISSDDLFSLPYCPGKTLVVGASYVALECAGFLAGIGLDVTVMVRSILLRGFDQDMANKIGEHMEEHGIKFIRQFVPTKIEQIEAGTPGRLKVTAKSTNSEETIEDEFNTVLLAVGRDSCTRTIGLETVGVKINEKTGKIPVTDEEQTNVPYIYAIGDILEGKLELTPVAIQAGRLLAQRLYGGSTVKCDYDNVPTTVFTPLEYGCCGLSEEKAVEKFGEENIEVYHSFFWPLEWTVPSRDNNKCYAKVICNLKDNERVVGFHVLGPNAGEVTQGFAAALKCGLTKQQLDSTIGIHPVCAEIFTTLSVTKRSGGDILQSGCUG
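Rat TrxR1 (90 nM in the dispensed reagent) was pre-reduced with 400 uM NADPH for 5 min at room temperature, then incubated with compound for 15 min. After 400 uM selenite was added, NADPH fluorescence (Ex 340/Em 450 nm) was followed for 8 min.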
Vif-APOBEC3F blk – inhibitors of Vif-A3F interaction. HeLa A3F-eYFP + Vif (tagged APOBEC3F with the HIV-1 protein that degrades it), YFP fluorescence increase. Potency, µM (series often up to 46.1 µM), for inactives: at the top dose activity, negative = active. 0.2% of 390,000 active; further: potency means the concentration at half of the fitted maximal effect; % of control where 0% means no effect; nearly all actives have a fitted effect of over 65% in size
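Fluorescence increase (Ex 488/Em 500-530) after overnight compound treatment at 37 deg C flags inhibition of Vif-driven A3F-eYFP loss in stable HeLa A3F-eYFP/Vif cells seeded overnight beforehand.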
TrxR1 substrate – rat thioredoxin reductase 1 substrate activity | O89049 | purified TrxR1 substrate turnover, NADPH consumption readout | Potency, µM (series often up to 114 µM), for inactives: top-dose activity change, negative = substrate turnover | 0.01% of 390,000 active; further: potency means the concentration at half of the fitted maximal effect; on the % scale 0 is the no-effect control and ±100 the full control effect; nearly all actives have a fitted effect of over 50% in size
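Rat TrxR1, dispensed at 90 nM, was prereduced with 400 uM NADPH (final) for 5 min at ~22 deg C, then incubated with compound 15 min before 400 uM selenite. A first-read NADPH fluorescence drop versus no-compound background flagged substrates.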
Vif-APOBEC3G blk – blocks the Vif interaction with human APOBEC3G; HeLa A3G-eYFP + Vif (tagged APOBEC3G with the HIV-1 protein that degrades it), YFP fluorescence, overnight; Potency, µM (doses to about 46.1 µM), without a hit: at the top dose activity, negative = active, actives largely listed as inhibitors; Q9HC16; 0.076% of 410,000 active;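 further: potency means the concentration at half of the fitted maximal effect; on the % scale 0 is the no-effect control and ±100 the full control effect; nearly all actives have a fitted effect of over 60% in size; hits raise eYFP signal because A3G escapes Vif-driven loss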
Target sequence (Q9HC16 whole entry, looked up): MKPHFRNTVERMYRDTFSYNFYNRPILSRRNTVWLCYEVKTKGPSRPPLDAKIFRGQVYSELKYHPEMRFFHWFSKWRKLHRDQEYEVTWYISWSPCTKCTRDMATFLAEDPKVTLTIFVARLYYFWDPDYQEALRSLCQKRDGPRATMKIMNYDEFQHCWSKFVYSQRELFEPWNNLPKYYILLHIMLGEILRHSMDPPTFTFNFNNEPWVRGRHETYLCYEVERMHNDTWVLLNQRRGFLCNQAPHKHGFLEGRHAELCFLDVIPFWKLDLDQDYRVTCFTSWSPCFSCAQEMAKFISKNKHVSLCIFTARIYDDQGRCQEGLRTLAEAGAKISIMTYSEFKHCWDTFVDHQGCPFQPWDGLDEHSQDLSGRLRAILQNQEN
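HeLa cells stably expressing Vif and C-terminally eYFP-tagged A3G, seeded overnight at 37 deg C, then exposed to compound by pintool overnight at 37 deg C. Rise in yellow fluorescence (Ex 488/Em 500-530, Acumen) marks blocked Vif-driven A3G degradation.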
USP1-UAF1 inh – USP1/UAF1 (human) deubiquitinase inhibition; O94782; recombinant USP1/UAF1, Ub-Rhodamine cleavage fluorescence; Potency, µM (top dose mostly 57.1 µM), without a hit: at the top dose activity change, negative = inhibition, usual class: inhibitors; 0.23% of 390,000 active; further: potency means the concentration at half of the fitted maximal effect; on the % scale 0 is the no-effect control and ±100 the full control effect; nearly all actives have a fitted effect of over 60% in size; inactives centre near -12
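1 nM enzyme complex + cpd, 15 min RT; start with Ub-Rho 150nM final; kinetic fluorescence ex 480/em 540, 6 reads q60 s. Buffer 50mM HEPES pH 7.8, 0.5mM EDTA, 0.1 mg/ml BSA, 1mM TCEP, 0.01% Tween-20.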
LDHA inh – LDHA (human) enzyme inhibition. purified LDHA, NADH/diaphorase-resazurin fluorescence; stronger effect = lower value. P00338. 0.15% of 480,000 active. AID 1347041. activity change, % (values are at about 110 or 230 µM); in the data active means activity change below about -30%; inconclusive means mostly about -25% to -30%;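 further: plate controls were DMSO wells for no effect and wells without enzyme for full effect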
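Human LDH5 (2 nM) was incubated with 0.06 mM NADH and 0.2 mM pyruvate for 5 min at room temperature in Tris pH 7.4. Remaining NADH was coupled through diaphorase/resazurin, and resorufin fluorescence was read at 0 and 20 min.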
GRP78 ERSR act – inducers of ER stress response in human glioma cells; U87-MG GRP78 promoter luciferase reporter, 16 h; Potency, µM, without a hit: at the highest dose activation, most hits filed as activators; 0.02% of 420,000 active; AID 602332; further: potency means the concentration at half of the fitted maximal effect; series mostly up to about 76 µM; % of control where 0% means no effect; nearly all actives have a fitted effect of over 35% in size
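ERSR induction read as luciferase luminescence (Bright-Glo, 10 min at room temperature) in stably transfected human U87-MG glioma cells exposed to compounds for 16 h, using GRP78 as sensor.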
Starred values were filed as active, the others as inactive; ? = inconclusive; . = no result given; [ ] = remark or other dose. Unless noted, the call rests on the fitted dose curve; in most records, active means well fitted curve in the direction sought with a large enough effect; inconclusive means small, poorly fitted or top-dose-only effect, or another doubt; inactive means no such curve, though single readings can be large; an effect the other way counts as inactive or inconclusive. These rows are one share of the data. The share of hits here may be higher or lower than overall.

SMILES	mIDH1 inhibitor	RGS4 inhibitor	TrxR1 inh	Vif-APOBEC3F blk	TrxR1 substrate	Vif-APOBEC3G blk	USP1-UAF1 inh	LDHA inh	GRP78 ERSR act
S=C1NC[C@H](c2ccccc2)N1CC1CCCCC1	9%	-4%	9%	0%	1%[57.1 µM]	4%	-10%	-2	-3%
CN(C)c1cc(NC(=O)CN2CCOCC2)c2ccccc2n1	-2%	4%	-8%	2%	24%	6%	-25%	-5	0%
O=C(Cc1cccs1)N/N=C/C=C/c1ccccc1	11%	-17%	-1%	-14%	-4%	0%	-15%	-4	-2%
CCN(CC)c1ccc(NS(=O)(=O)c2ccc(-c3coc(C)n3)cc2)c(C)c1	-5%	-24%	15%[57.1 µM]	6%	-2%[57.1 µM]	0%	-26%	18	-4%
NS(=O)(=O)c1ccc(NC(=O)CCc2ccccc2)cc1	-2%	8%	1%	-9%	11%[57.1 µM]	-3%	-4%	-9	-1%
CCOC(=O)c1nn(-c2ccccc2)c(C)c1C(C)=O	13%	-37%[56.9 µM]	4%	0%	3%	2%	-7%	-3	-7%
CC(C)c1cccc(C(C)C)c1NC(=O)COC(=O)C1CCC1	-1%	-10%	2%[57.1 µM]	-8%	0%[57.1 µM]	0%	-18%	-6	-4%
CCOc1ccc(NC(=O)c2nc(S(=O)(=O)Cc3ccccc3)ncc2Cl)cc1	.	.	2.2µM*	.	-3%	-9%	.	-5	-10%
COc1ccc(CNCC(=O)Nc2ccccc2-n2cccc2)cc1	-1%	-8%	10%	-5%	1%	?	-20%	-18	-3%
Cc1ccc(S(=O)(=O)c2c(N)n(CCC(C)C)c3nc4ccccc4nc23)cc1	4%	-43%	-9%	0%	66%[activator]	-7%	?	6	-6%
COc1ccc2[nH]c3c(c2c1)CCN1C(=O)C(CC(=O)NCCC2=CCCCC2)C[C@H](C(=O)N2CCCCC2)[C@@]31CCc1ccccc1 (stereo partly specified)	-1%	-48%	-6%	5%	-2%	-6%	-25%	-4	0%
CCN(C[C@H]1N[C@@](C)(C(=O)OC)[C@H]2C(=O)N(Cc3ccccc3)C(=O)[C@@H]12)C(=O)NC(C)C	10%	-31%	17%	-3%	8%	5%	-26%	-2	0%
Cc1cccc(N(C)C(=O)C2CCCN2S(=O)(=O)c2cccc3nsnc23)c1 (stereo unspecified)	15%	-6%	3%	-4%	-8%	-9%	-6%	-3	-4%
O=C(Nc1ccc(Cl)cc1Cl)c1ccc2c(c1)OCCO2	6%	6%	-1%	4%	-2%	5%	-3%	-2	-8%
CCOC(=O)c1ccc(NC(=O)Cn2nnc(-c3ccc(C)cc3)n2)cc1	-4%	32%	21%	-5%	3%	2%	-5%	-6	-3%

7 entries from above, in markdown.
| molecule | mIDH1 inhibitor | RGS4 inhibitor | TrxR1 inh | Vif-APOBEC3F blk | TrxR1 substrate | Vif-APOBEC3G blk | USP1-UAF1 inh | LDHA inh | GRP78 ERSR act |
| --- | --- | --- | --- | --- | --- | --- | --- | --- | --- |
| NS(=O)(=O)c1ccc(NC(=O)CCc2ccccc2)cc1 | -2% | 8% | 1% | -9% | 11%[57.1 µM] | -3% | -4% | -9 | -1% |
| CCOC(=O)c1nn(-c2ccccc2)c(C)c1C(C)=O | 13% | -37%[56.9 µM] | 4% | 0% | 3% | 2% | -7% | -3 | -7% |
| CC(C)c1cccc(C(C)C)c1NC(=O)COC(=O)C1CCC1 | -1% | -10% | 2%[57.1 µM] | -8% | 0%[57.1 µM] | 0% | -18% | -6 | -4% |
| CCOc1ccc(NC(=O)c2nc(S(=O)(=O)Cc3ccccc3)ncc2Cl)cc1 | . | . | 2.2µM* | . | -3% | -9% | . | -5 | -10% |
| COc1ccc(CNCC(=O)Nc2ccccc2-n2cccc2)cc1 | -1% | -8% | 10% | -5% | 1% | ? | -20% | -18 | -3% |
| Cc1ccc(S(=O)(=O)c2c(N)n(CCC(C)C)c3nc4ccccc4nc23)cc1 | 4% | -43% | -9% | 0% | 66%[activator] | -7% | ? | 6 | -6% |
| COc1ccc2[nH]c3c(c2c1)CCN1C(=O)C(CC(=O)NCCC2=CCCCC2)C[C@H](C(=O)N2CCCCC2)[C@@]31CCc1ccccc1 (stereo partly specified) | -1% | -48% | -6% | 5% | -2% | -6% | -25% | -4 | 0% |

Next section:
SMILES	mIDH1 inhibitor	RGS4 inhibitor	TrxR1 inh	Vif-APOBEC3F blk	TrxR1 substrate	Vif-APOBEC3G blk	USP1-UAF1 inh	LDHA inh	GRP78 ERSR act
Cc1ccc(S(=O)(=O)N2CCN(C(=O)COC(=O)CCOc3ccccc3C)CC2)cc1	5%	-6%	4%	0%	-2%	-4%	-14%	-2	-4%
O=C(CSc1nc(=O)[nH]c2c1CCCC2)NCc1ccc(F)cc1	11%	-10%	17%[57.1 µM]	7%	0%[57.1 µM]	2%	?	3	-1%
Cc1ccccc1C(=O)NNC(=S)Nc1cccc(C(F)(F)F)c1	8%	-17%	?	5%	8%[57.1 µM]	1%	-3%	-2	-3%
c1cc2c(cc1C1CCCCC1)c1c3n2CCCNC3CCC1 (stereo unspecified)	9%	-21%	-9%	8%	0%	-11%	-12%	0	-19%
CC(C)CC(=O)Nc1ccc2nc(SCC(=O)N3CCc4ccccc43)sc2c1	9%	-13%	19%	-2%	1%	-2%	-3%	-9	1%
CCCC1=[N+](CC(C)=O)CCn2c(C)ccc21	9%	-31%[56.9 µM]	?	3%	-1%	1%	-18%	2	1%
Cc1ccc(CNC(=O)COC(=O)CSc2ccc(Br)cc2C)cc1	6%	-30%	5%	-1%	-4%	0%	-15%	5	-2%
CC(C)c1nn2c(=O)cc(COC(=O)c3ccc(NC(=O)CCc4ccccc4)cc3)nc2s1	-14%	-12%	27%[57.1 µM]	-12%	9%[57.1 µM]	0%	-20%	5	-7%
CCCCN(CCCC)CCCNC(=O)CN1C(=O)COc2ccc(S(=O)(=O)N3CCC(C)CC3)cc21	6%	27%	7%	-12%	-4%	1%	-3%	-11	-5%
NC(=O)c1ccsc1NC(=O)CSc1nncs1	4%	-12%	-13%	3%	-7%	0%	-7%	1	-3%
c1ccc(Cc2nnc(-c3ccccc3)o2)cc1	6%	14%	16%[57.1 µM]	3%	4%[57.1 µM]	0%	-17%	4	-4%
Fc1ccccc1CNc1ccc(Cl)c(Cl)c1	2%	14%	24%[57.1 µM]	-2%	2%[57.1 µM]	-6%	-19%	-9	6%
CN(Cc1ccccc1)S(=O)(=O)c1ccc(F)c(C(=O)Nc2cc(Cl)cc(Cl)c2)c1	-3%	4%	24%[57.1 µM]	0%	3%[57.1 µM]	2%	-10%	0	-4%
CCn1c(C)nc2cc(C(=O)N3N=C(CCOC)CC3(O)C(F)(F)F)ccc21 (stereo unspecified)	-13%	-16%	-4%	1%	5%	0%	-16%	-3	1%
COc1cc(CNC(C)(C)CO)ccc1OCC(=O)Nc1ccc(Br)cc1	5%	-15%	15%	0%	7%	0%	-14%	3	-2%
CCOC(=O)c1ccccc1NCN1C(=O)CSC1=O	1%	-14%	5%	0%	47%[activator]	0%	-5%	5	-2%
COc1cc(SC)ccc1C(=O)OC1CCOC1=O (stereo unspecified)	3%	9%[56.9 µM]	2%	-5%	5%	4%	-2%	-7	-6%
Nc1cc(N)nc(SCC(=O)N2CCCCC2)n1	-4%	10%	-21%	2%	-8%	0%	2%	2	-1%
O=Cc1c[nH]c2ccc(C(=O)c3ccccc3)cc12	9%	-1%	9%[57.1 µM]	-4%	5%[57.1 µM]	-5%	-11%	2	-6%
O=C(O)CSc1nnc(C2CC2)n1-c1ccccc1	2%	-25%	9%	4%	4%	1%	-18%	-2	-4%
CCCC1=Nc2cc(C(=O)NCCN3CCOCC3)ccc2Sc2ccc(C)cc21	7%	-31%[56.9 µM]	-2%	1%	-5%	-10%	-28%	-2	-6%
CC1CCCC(NC(=O)COC(=O)/C=C/c2ccc(S(=O)(=O)N3CCOCC3)cc2)C1C (stereo unspecified)	-11%	5%	5%	0%	-5%	2%	-5%	-12	7%
Cc1ccc(N=C2CCCN2Cc2ccccc2)c(C#N)c1	4%	-24%	?	2%	-5%	0%	-14%	0	1%
Cc1ccc(S(=O)(=O)N2CCCc3cc(NC(=O)c4ccc(Cl)cc4)ccc32)cc1	3%	-7%	20%[57.1 µM]	1%	7%[57.1 µM]	-3%	-23%	-2	0%
O=C(COC(=O)c1ccc(Cl)nc1)Nc1ccc(N2CCCCC2)cc1	4%	-26%	33%[activator][57.1 µM]	-4%	9%[57.1 µM]	-2%	-6%	2	0%
CCC(=O)Nc1cccc(C2=NOC3(C2)C[C@@H](C(N)=O)N(C(=O)c2cc([N+](=O)[O-])cc([N+](=O)[O-])c2C)C3)c1 (stereo partly specified)	-13%	0%	14%[57.1 µM]	1%	-7%	-2%	-10%	-2	-2%
NC(=O)c1ccc(-n2nnnc2SCC(=O)Nc2ccccc2)cc1	2%	-7%	18%	-29%	-1%	2%	-18%	-3	0%
CC(CC(=O)NCCc1ccc(Cl)cc1)S(=O)(=O)c1ccc2c(c1)NC(=O)CO2 (stereo unspecified)	1%	9%[11.4 µM]	10%	-1%	-2%	4%	-25%	-3	-2%
